# Bioassay records as filed in PubChem.
# G9a inh – qHTS Assay for Inhibitors of Histone Lysine Methyltransferase G9a. G9a H3K9 monomethylation, AlphaScreen, 2 h. actives 8.8% (n = 350,000). Potency, µM (top dose mostly 102 µM), for inactives: at the highest dose activity, negative = inhibition, most hits filed as inhibitors; note: potency is the fitted concentration of half-maximal effect; % is set by controls: 0 for no effect and ±100 for the full control effect; nearly all actives have a fitted effect of over 75% in size
#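 AlphaScreen detection with an anti-monomethyl H3K9 antibody quantified product after a 2 h room-temperature reaction containing 500 nM biotinylated H3K9 peptide, 20 µM SAM and 20 nM enzyme, which had been preincubated 15 min with compound.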
# PI4K2A inh – qHTS for small molecular inhibitors of PI4K2A | activity change, negative = inhibition, % at 76.9 µM | AID 1346378, 2018 | purified PI4K2A, ADP-Glo luminescence, 1 h; active compounds read low | actives 0.13% (n = 420,000) | Phosphatidylinositol 4-kinase type 2-alpha (Homo sapiens), Q9BTU6; in the data active = activity change below about -50%; inconclusive = mostly about -30% to -49%;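 note: -100% = wells without enzyme as full effect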
#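 ADP-Glo luminescence measured ADP generated by PI4K2A enzyme (4 ug/mL before mixing) with 1.2 mM PI substrate (pre-mix) and 300 microM ATP (pre-mix). Tris pH7.5 buffer with MgCl2, Triton X-100; 1 h reaction at ambient temperature.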
# ERG-DNA inh – qHTS for Small Molecule Inhibitors of the ERG Ets/DNA interaction. Transcriptional regulator ERG (Homo sapiens), P11308. fluorescence polarization, His-ERG Ets domain / labelled DNA. Potency, µM (highest dose often 76.9 µM), inactives show top-dose FP activity, negative = inhibition, hits mostly inhibitors. actives 0.028% (n = 370,000). AID 624246, 2012; active = well fitted inhibition curve with a large enough effect in the polarisation, with a control signal flat; inconclusive = small, poorly fitted or top-dose-only effect, or effect the other way, or a change in a side signal; inactive = no such curve, though single readings can be large or run the other way; the % refers to the polarisation;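 note: polarization taken with two DNA probes labelled with fluorescein and Texas red; potency is the fitted concentration of half-maximal effect; % of control where 0% means no effect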
#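 His-tagged ERG Ets domain (1 uM in the protein solution; 300mM KCl, 50mM Tris-HCl, 1mM EDTA, 1mM DTT, pH 7.5) received compound, then a probe mix of 5 nM fluorescein-DNA and 100nM Texas-615-DNA. Fluorescence polarization was read for both dyes.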
# ALOX12 inh – Primary qHTS assay for inhibitors of human arachidonate 12S-lipoxygenase (ALOX12): Round 2. Potency, µM (doses to about 108 µM), inactives show top-dose activity change, negative = inhibition, usual class: inhibitors. actives 1.1% (n = 580,000). Polyunsaturated fatty acid lipoxygenase ALOX12 (Homo sapiens), P18054. purified 12hLO, xylenol orange hydroperoxide absorbance; note: potency is the fitted concentration of half-maximal effect; % is set by controls: 0 for no effect and ±100 for the full control effect
#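 Purified human 12hLO at 150 nM in 25 mM Hepes, 0.01% Triton X-100, pH 7.0, preincubated 15 min at room temperature with compound. Reaction started with 40 uM arachidonic acid, 30 min at room temperature. Hydroperoxide measured by Fe-xylenol orange, 573/405 nm absorbance ratio.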
# BAZ2B inh – qHTS Assay for Inhibitors of BAZ2B. AlphaScreen BAZ2B-H3K14Ac peptide displacement. Potency, µM (highest dose often 114 µM), without a hit: at the highest dose activity change, negative = inhibition, most hits filed as inhibitors. actives 4.4% (n = 360,000). AID 504333, 2011; note: potency is the fitted concentration of half-maximal effect; % is set by controls: 0 for no effect and ±100 for the full control effect; nearly all actives have a fitted effect of over 60% in size
#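 AlphaScreen displacement: compounds (up to 110uM) incubated 30 min at room temperature with a preformed 50 nM BAZ2B/50 nM biotinylated H3K14Ac peptide complex in PBS pH 7.4 with Tween-20. Donor and acceptor beads at 10 ug/mL final added, 20 min light-protected before reading.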
# JMJD2A Tudor inh – qHTS Assay for Inhibitors of JMJD2A-Tudor Domain; AlphaScreen JMJD2A-Tudor / H3K4me3 peptide binding; Potency, µM (series often up to 114 µM), inactives show at the top dose activity change, negative = inhibition, actives largely listed as inhibitors; actives 4.4% (n = 390,000); note: potency is the fitted concentration of half-maximal effect; % is set by controls: 0 for no effect and ±100 for the full control effect; nearly all actives have a fitted effect of over 50% in size
# HP1b chromo inh – HTS for Inhibitors of HP1-beta Chromodomain Interactions with Methylated Histone Tails; Chromobox protein homolog 1 (Homo sapiens), P83916; AlphaScreen HP1-beta / biotin-H3K9me3 peptide binding; Potency, µM (series often up to 114 µM), for the others: at the highest dose activity change, negative = inhibition, usual class: inhibitors; actives 0.56% (n = 390,000); AID 540317, 2011; note: potency is the fitted concentration of half-maximal effect; nearly all actives have a fitted effect of over 70% in size; inactives centre near 23
#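 AlphaScreen: HP1-beta (50 nM) preformed 30 min with biotin-H3(1-18)K9me3 peptide (50 nM) in PBS pH 7.4, 0.01% Tween-20. Compound added for 30 min at RT, then streptavidin donor/nickel chelate acceptor beads (10 ug/mL) for 30 min.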
# GLS inhibitor – qHTS for Inhibitors of Glutaminase (GLS); GLS enzymatic activity, qHTS titration; actives 0.21% (n = 410,000); Potency, µM (series often up to 45.5 µM), without a hit: top-dose activity change, negative = inhibition, most hits filed as inhibitors; Glutaminase kidney isoform, mitochondrial (Homo sapiens), O94925; note: potency is the fitted concentration of half-maximal effect; % is set by controls: 0 for no effect and ±100 for the full control effect
#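 Glutamate formation by hKGA was monitored fluorometrically using coupled glutamate oxidase, HRP and Amplex Red. Substrate was added as 1 mM L-glutamine solution; incubation was 30 min at RT after an initial read.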
# RGS4 inhibitor – Inhibitors of Regulator of G Protein Signaling (RGS) 4: qHTS; Regulator of G-protein signaling 4 (Homo sapiens), P49798; Transcreener GDP fluorescence polarization, RGS4-accelerated GTP hydrolysis; Potency, µM (top dose mostly 114 µM), inactives show at the highest dose activity change, negative = inhibition, usual class: inhibitors; actives 0.039% (n = 390,000); AID 504845, 2011; note: potency is the fitted concentration of half-maximal effect; % is set by controls: 0 for no effect and ±100 for the full control effect; nearly all actives have a fitted effect of over 75% in size; some results filed as inactive show a strong effect at the top dose
#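 MLSMR compounds (23 nl, pin-transferred) preincubated 10 min at room temperature with a 500nM (2x) first reagent, then RGS4 at 900nM (2x) plus Transcreener GDP mix added; fluorescence polarization (620/688 nm) read before and after 90 min at 30 °C.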
# * = called active by the depositor; ? = inconclusive; nt = no result given; & = joins results of further samples; [ ] = another dose, or the depositor's remark. Unless noted, calls come from the whole dose curve; as a rule, active = well fitted curve in the direction sought with a large enough effect; inconclusive = small, poorly fitted or top-dose-only effect, or another doubt; inactive = no such curve, though single readings can be large; an effect the other way counts as inactive or inconclusive. The list is partial; count on the stated rates, not on these rows.
ERG-DNA inh	GLS inhibitor	RGS4 inhibitor	PI4K2A inh	G9a inh	JMJD2A Tudor inh	BAZ2B inh	HP1b chromo inh	ALOX12 inh	mol
-23%	-19%	-19%	-6	-34%[59 µM]	-16%	-34%	21%	-9%	COc1ccc(C2=C(Nc3ccccc3)c3ccccc3C2=O)cc1
nt	-14%	10%	-5	7%[59 µM]	-23%	?	-9%	-13%	CCOc1cccc(=O)c2c(C)oc(C)c12
10%	-13%	-7%	4	6%	0%	1%	2%	-1%	Cc1cccc(CN2CCSc3sccc3C2=O)c1
10%	1%	10%	2	?	-7%	-19%	10%	9%	Cc1cc(C(=O)Nc2ccc(C)c(S(=O)(=O)N3CCOCC3)c2)c(C)o1
-9%	4%	-4%	2	31%[59 µM]	12%[57.1 µM]	11%	61%[activator]	9%	O=C(/C=C/c1ccccc1Cl)NCCc1ccc(F)cc1
-1%	1%	23%	3	6%[59 µM]	1%	-14%	33%	?	COc1ccc(Cn2c(C(=O)O)c(CNC3CCCC3)c3ccc(C)cc32)cc1
-2%	1%	-11%	0	-3%	-12%	-2%	12%	-16%	COc1ccc(-n2c(C)nc3cc(C(=O)NCCN4CCOCC4)ccc32)cc1
-6%	-11%	8%	-1	20%	3%	3%	16%	5%	COc1ccc(C(=O)NCC(=O)N2CCN(c3ccccc3)CC2)cc1
-7%	15%	-18%	1	2.2µM*	5µM*	?	-4%	2%	CCCCOP(=O)(c1ccc(N(C)C)cc1)C(O)c1ccc(N(C)C)cc1 (stereo not drawn)
3%	8%	26%	-1	18%[59 µM]	-1%	10%	37%	197%[activator]	O=C(COC(=O)/C=C/c1ccccc1)NC(=O)NCc1ccccc1

# Individual results from the results shown.
# Under BAZ2B inh, COc1ccc(-n2c(C)nc3cc(C(=O)NCCN4CCOCC4)ccc32)cc1 reads -2%
# Under ERG-DNA inh, CCCCOP(=O)(c1ccc(N(C)C)cc1)C(O)c1ccc(N(C)C)cc1 (stereo not drawn) reads -7%

# New compounds follow:
ERG-DNA inh	GLS inhibitor	RGS4 inhibitor	PI4K2A inh	G9a inh	JMJD2A Tudor inh	BAZ2B inh	HP1b chromo inh	ALOX12 inh	mol
-9%	-2%	-17%	1	6%[59 µM]	-15%	0%	21%	13%	O=C(CSc1nc2ccc(Nc3nc(N4CCOCC4)nc(N4CCOCC4)n3)cc2s1)N1CCOCC1
0%	7%	23%	8	19%[59 µM]	-2%	11%	16%	1%	CCCC(=O)n1nc(-c2ccc(OC)cc2)nc1N
-3%	12%	23%	7	-9%	-15%	4%	13%	?	CCN1CCN(c2nc3ccccc3nc2C(C#N)S(=O)(=O)c2ccc(C)cc2)CC1 (stereo not drawn)
-2%	0%	-5%	8	?	-3%	1%	36%[57 µM]	-6%	Cn1nc(C(=O)NNC(=O)c2ccc(Cl)c(S(N)(=O)=O)c2)c2ccccc2c1=O
15%	3%	26%	-2	-20%[59 µM]	-3%	-17%	60%[activator]	-14%	O=C1CC(N2CCSCC2)C(=O)N1c1cccc(Cl)c1 (stereo not drawn)
0%	-2%	?	-1	21%	?	-19%	-3%	-6%	COc1ccccc1CN1C(=O)c2ccccc2C1C(=O)NC1CCC(C)CC1 (stereo not drawn)
-4%	-3%	28%	5	nt	-25%	nt	22%	9%	CN(CC(=O)Nc1cc(S(=O)(=O)N2CCCC2)ccc1Cl)Cc1nc2ccccc2c(=O)[nH]1
61%[activator]	-2%	-14%	-1	49%	-1%	-26%	42%[activator]	0%&1%	COc1ccc(OC)c(C(O)c2nc3ccccc3n2C)c1 (stereo not drawn)
12%	-3%	-5%	-1	?	-6%	15%	37%	10%	CCOC(=O)N1CCN(c2c(N3CCc4ccccc43)c(=O)c2=O)CC1
-2%	2%	-6%	-4	?	?	?	-24%	-24%	Cc1sc2nc(SCCN(C)C)n(-c3ccccc3)c(=O)c2c1-c1ccc(F)cc1
8%	0%	32%	4	nt	1µM*	nt	?	-23%	CCCNCC(=O)Nc1cccc(S(=O)(=O)NC2=NCCCCC2)c1
-1%	-19%	-17%	4	0%[59 µM]	-14%	-3%	50%[activator]	-22%	Cc1coc2cc3oc(=O)c(CCC(=O)N4CCCCC4)c(C)c3cc12
-12%	-12%	7%	-1	-1%[59 µM]	?	?	33%	-16%	COc1ccccc1C(=O)Nc1ccc(C(=O)OCc2cc(=O)n3c4c(sc3n2)CCCC4)cc1
16%	6%	11%	-7	-49%	-6%	-5%	26%	?	CCCCn1c(N)c(N(CCOC)C(=O)CCCc2nc3ccccc3c(=O)[nH]2)c(=O)[nH]c1=O
-2%	0%	8%	-3	7.1µM*	-30%	?	3%	-17%	O=[N+]([O-])c1cnccc1Nc1cccc(F)c1
0%	24%	-7%	8	-34%[12.7 µM]	?	?	15%	?	CCC(=O)N1c2ccccc2CC1C(=O)NCCCN1CCN(c2ccc(OC)cc2)CC1 (stereo not drawn)
4%	-2%	-24%	3	27%	-13%	10%	22%	29%	Cc1c(S(=O)(=O)Nc2cccc(Cl)c2)c(=O)n(C)c(=O)n1C
-17%	-1%	-19%	3	17%[59 µM]	?	-10%	4%	-12%	COc1ccc(C(=O)c2cc([N+](=O)[O-])ccc2N2CCOCC2)cc1
2%	1%	7%	0	17%[59 µM]	-6%	0%	10%[57 µM]	-14%	COc1ccc(-c2cccc(NS(=O)(=O)c3cccs3)c2)nn1
-1%	5%	-25%	8	?	1%	-7%	56%[activator]	?	S=C(NCCc1ccccc1)Nc1c(Cl)cccc1Cl
2%	4%	2%	2	-41%	3%	11%	38%	-2%	C/C(N)=C(\C#N)C(=O)NCc1ccccn1
-2%	-3%	1%	-4	nt	-2%	-3%	61%[activator]	-20%	CC(C)(C)c1ccc2c(c1)N(CC(=O)N1CCCC1)C(=O)CO2
-1%	-10%	-33%	-3	17%[59 µM]	-22%	7%	14%	0%	COc1ccc(CNC(=O)c2c(C)cc(=O)oc2C)cc1OC
8%	5%	11%	5	?	-10%	?	42%[activator]	10%	C[C@H](NC(=O)c1ccc(Br)cc1)C(=O)NCc1ccc(S(N)(=O)=O)cc1
-5%	1%	-26%	4	18%[59 µM]	31%	-14%	53%[activator]	-14%	CCc1ccc(CNC(=O)c2ccc3c(c2)NC(=O)C(N2CCOCC2)S3)cc1 (stereo not drawn)
8%	-7%	-5%	6	-9%	-5%	8%	16%	?	NS(=O)(=O)c1cccc(NC(=O)c2cc(=O)c3ccccc3o2)c1
6%	6%	7%	0	nt	-11%	-6%	14%	?	COc1ccc(C(=O)NCCCOC(C)C)cc1OC1CCN(C(C)=O)CC1
1%	8%	-25%	0	25%[59 µM]	-10%	13%	11%	144%[activator]	CN1CCN(S(=O)(=O)c2cccc(C(=O)N(c3ccccn3)C3CCCCC3)c2)CC1
10%	0%	-29%	-1	19%	3%	-14%	40%[activator]	-9%	O=C(COC(=O)c1nc(Cl)ccc1Cl)Nc1ccccc1OC(F)F
-12%	1%	11%	1	13%[2.33 µM]	-3%	-33%	34%	0%	CNC(=O)c1cc(C(=O)c2ccc(Cl)cc2)c(Br)[nH]1
4%	1%	5%	6	?	?	38%[activator]	-20%	-6%	Cc1cc(C(=O)CN2C(=O)NC3(CCCc4ccccc43)C2=O)c(C)n1C (stereo not drawn)
nt	13%	1%	2	?	-32%	?	7%	-16%	CCOC(=O)/C(N=Nc1cc(C(=O)O)cc(C(=O)O)c1)=C(\O)CCl
-12%	79%[activator]	-9%	4	?	-21%	-15%	52%[activator]	?	Cc1cc(=O)oc(C)c1C(=O)Nc1ccc(N(C)C)cc1
-17%	-5%	-2%	7	-13%	-24%	-27%	12%	-7%&-23%	O=C(NCc1ccc(Cl)cc1)C(=O)c1cn(CC(=O)N2CCOCC2)c2ccccc12
-13%	0%	-8%	1	?	-10%	-3%	15%	17%	CCCCn1c(N)c(N(CC(C)C)C(=O)c2ccc(C)o2)c(=O)[nH]c1=O
-1%	12%	-4%	-2	14%[59 µM]	-17%	7%	22%	0%	Cc1cc(C)n(CCCNC(=O)c2ccc3c(c2)NC(=O)CS3)n1
-2%	6%	-7%	3	nt	-4%	nt	27%[57 µM]	-3%	COc1cc(C(=O)NCCc2ccc3c(c2)OCO3)cc(OC)c1OC
3%	3%	-13%	0	24%[59 µM]	-10%	23%	29%	-16%	O=C(NCCO)C(c1ccccc1)c1ccccc1
-9%	-1%	-4%	-3	?	-3%	-3%	46%[activator]	9%[57.4 µM]	COc1ccc(CN2CCNC(=O)C2CC(=O)O)cc1OC (stereo not drawn)
9%	-7%	-50%	-1	nt	-4%	nt	31%[activator]	?	CCCCCCCCCCCCCCCC[N+](C)(C)CCl
